TSG101-PTAP inh: blocks PTAP/TSG101 interaction to inhibit HIV-1 budding; Fluorescence polarization, FITC-PTAP peptide / Tsg101 binding; Potency, µM (doses to about 115 µM), without a hit: at the highest dose activity change, negative = inhibition, usual class: inhibitors; 340,000 tested, under 10 active; AID 493005; active means well fitted inhibition curve with a large enough effect in the main read-out, with a control signal flat, not every such curve was filed as active; inconclusive means small, poorly fitted or top-dose-only effect, or effect the other way, or a change in a side signal; inactive means no such curve, though single readings can be large or run the other way; further: potency means the concentration at half of the fitted maximal effect; % of control where 0% means no effect
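Compounds were pin-transferred onto Tsg101 binding domain (10 uM final) in HEPES pH 7.5 buffer, then FITC-PTAP peptide was added at 50 nM final. After 20 min at RT, polarization reported peptide displacement across a qHTS concentration series.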
TRPV1 ag: human TRPV1 agonism; Q8NER1; TRPV1-expressing cells, Fluo-8 calcium influx, agonist mode; hit rate 0.19% among 320,000; activation, % at 8.33 µM; in the data active means activation above about 80%; inconclusive means between about 30% and that limit; further: 0% is about no effect
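TRPV1-expressing cells were cultured overnight at 35.5C and loaded with Fluo-8 calcium dye for 40 to 90 min at room temperature. After a 10 s baseline, compound was added and calcium influx was read kinetically for 3 min (ex 480/em 520 nm).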
p53 reactivation: re-activators of mutant p53. H1299 p53-A138V BP100-luciferase reporter, luminescence, 24 h. Potency, µM (doses to about 92.2 µM), inactives show at the highest dose activity change, positive = activation, usual class: activators. hit rate 0.063% among 320,000; further: potency means the concentration at half of the fitted maximal effect; % of control where 0% means no effect; nearly all actives have a fitted effect of over 45% in size
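p53-null H1299 cells stably carrying temperature-sensitive p53-A138V and a BP100-luciferase reporter were pinned with compounds (4-point, 1:5 series) and held 24 hrs at 37 deg C. Luminescence was read 10 min after detection reagent.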
ASM inhibitor: blocks human secretory acid sphingomyelinase; hit rate 0.006% among 340,000; P17405; Potency, µM (highest dose often 57.5 µM), without a hit: top-dose activity change, negative = inhibition, most hits filed as inhibitors; placental ASM, HMU-PC fluorogenic substrate, 60 min; further: potency means the concentration at half of the fitted maximal effect
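Human placenta-derived ASM enzyme was preincubated with compound for 10 minutes at room temperature, then given fluorogenic substrate HMU-PC0 (9 uM final) for 60 minutes at 37 °C; a pH 10 stop preceded fluorescence reading at Ex 386/Em 447 nm.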
Integrin act MD: activates integrin-mediated alleviation for muscular dystrophy. alpha7betagal myoblasts, beta-gal FDG fluorescence, 48 h. Potency, µM (series often up to 38.3 µM), for inactives: at the top dose activation, most hits filed as activators. hit rate 0.064% among 350,000;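 further: potency means the concentration at half of the fitted maximal effect; 100% = response of the positive control SU9516; nearly all actives have a fitted effect of over 60% in size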
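alpha7betagal+/- myoblasts (passage 13, 250/well) treated 48 h at 37C with compounds at 1:260 dilution of DMSO stock. Lysed, then beta-galactosidase activity read as FDG fluorescence (ex 480/em 540) after 30 min, with pre-read for autofluorescence.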
B2AR arrestin: recruits beta-arrestin to the human beta2-adrenergic receptor | AID 492947 | beta-arrestin recruitment to beta2AR, cell-based reporter | hit rate 0.02% among 330,000 | P07550 | Potency, µM (highest dose often 46.1 µM), for the others: top-dose activation, hits mostly activators;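 further: potency means the concentration at half of the fitted maximal effect; 0% = DMSO controls and full agonism = EC100 isoproterenol or metaproterenol; nearly all actives have a fitted effect of over 65% in size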
Target sequence (P07550 whole entry, looked up): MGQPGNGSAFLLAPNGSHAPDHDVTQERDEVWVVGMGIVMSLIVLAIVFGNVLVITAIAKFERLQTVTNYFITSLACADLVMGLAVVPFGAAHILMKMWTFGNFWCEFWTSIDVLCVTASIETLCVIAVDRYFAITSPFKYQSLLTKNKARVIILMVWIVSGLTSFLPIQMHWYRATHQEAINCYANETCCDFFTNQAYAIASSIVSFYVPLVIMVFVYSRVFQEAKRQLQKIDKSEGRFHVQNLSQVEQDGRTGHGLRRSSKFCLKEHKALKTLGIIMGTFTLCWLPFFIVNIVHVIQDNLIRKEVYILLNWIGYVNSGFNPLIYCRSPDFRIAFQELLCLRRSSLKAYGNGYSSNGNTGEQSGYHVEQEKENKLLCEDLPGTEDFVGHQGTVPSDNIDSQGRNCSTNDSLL
USP2a block: blocks human ubiquitin-specific protease USP2a. O75604. USP2 core, Ub-CHOP2 coupled fluorogenic reporter, 485/531. Potency, µM (titrated, usually from 38.3 µM), for inactives: at the top dose activity change, negative = inhibition, usual class: inhibitors. hit rate 0.01% among 330,000;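 further: potency means the concentration at half of the fitted maximal effect; plate controls were DMSO wells for no effect and full inhibition by NEM control for full effect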
Target sequence (O75604 whole entry, looked up): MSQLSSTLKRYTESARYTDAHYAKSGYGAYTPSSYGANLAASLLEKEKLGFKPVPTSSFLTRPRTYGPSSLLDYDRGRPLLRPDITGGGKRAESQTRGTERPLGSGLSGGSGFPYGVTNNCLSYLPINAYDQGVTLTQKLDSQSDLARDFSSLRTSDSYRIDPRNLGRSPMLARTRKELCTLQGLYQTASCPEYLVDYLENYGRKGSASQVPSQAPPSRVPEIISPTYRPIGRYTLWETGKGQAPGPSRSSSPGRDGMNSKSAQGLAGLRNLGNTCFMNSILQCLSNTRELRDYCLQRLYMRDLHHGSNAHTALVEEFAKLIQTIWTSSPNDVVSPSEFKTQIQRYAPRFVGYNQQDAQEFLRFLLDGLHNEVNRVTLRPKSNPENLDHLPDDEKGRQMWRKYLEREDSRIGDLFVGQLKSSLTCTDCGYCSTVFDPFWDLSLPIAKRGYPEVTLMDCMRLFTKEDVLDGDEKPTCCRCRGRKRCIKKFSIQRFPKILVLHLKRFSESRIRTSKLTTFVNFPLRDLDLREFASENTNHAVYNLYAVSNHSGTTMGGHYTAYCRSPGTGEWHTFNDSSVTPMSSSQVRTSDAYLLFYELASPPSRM
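Deubiquitinase activity read as fluorescence (485/531 nm) after Ub-CHOP2 cleavage activates the enterokinase reporter on its substrate; USP2 core 10nM, Ub-CHOP2 and substrate 25nM each, 30min compound preincubation then 60min RT; data normalized to NEM, curves fitted.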
BRCA1 expr act: increases BRCA1 expression; Potency, µM (top dose mostly 46.1 µM), without a hit: top-dose activation, actives largely listed as activators; hit rate 1.1% among 380,000; MCF7-BRCA1-FFLuc reporter, luminescence, 48 h; response scale: scaled: vehicle 0%, 10 µM genistein 100%; further: potency means the concentration at half of the fitted maximal effect; nearly all actives have a fitted effect of over 80% in size; some results filed as inactive show a strong effect at the top dose
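Quantitative HTS in MCF7 cells stably reporting BRCA1 expression via firefly luciferase. Compound treatment lasts 48 h at 37 °C in phenol-red free MEM. Activation is expressed relative to genistein at 10 microM and DMSO.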
uPA surface inh: inhibitors of cell surface uPA generation. cell surface uPA generation assay, qHTS. Potency, µM (highest dose often 38.3 µM), inactives show at the top dose activity change, negative = inhibition, actives largely listed as inhibitors. hit rate 0.31% among 330,000; active means well fitted inhibition curve with a large enough effect; inconclusive means small, poorly fitted or top-dose-only effect; inactive means no such curve, though single readings can be large or run the other way; tested in mouse RAW 264.7 cells; further: potency means the concentration at half of the fitted maximal effect; on the % scale 0 is the no-effect control and ±100 the full control effect; nearly all actives have a fitted effect of over 55% in size
Eya2 inh: blocks the phosphatase activity of human Eya2 | O00167 | recombinant Eya2, OMFP fluorescence dephosphorylation (OMFP is methylfluorescein phosphate) | Potency, µM (top dose mostly 76.9 µM), for inactives: top-dose activity, negative = inhibition, most hits filed as inhibitors | hit rate 0.006% among 330,000 | AID 488837; further: potency means the concentration at half of the fitted maximal effect; on the % scale 0 is the no-effect control and ±100 the full control effect
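Eya2 protein (added as 0.2 uM solution) was preincubated with compound for 10 min at ambient temperature in 50 mM HEPES pH 7.5, 50 mM NaCl, 5 uM MgCl2, 0.05% BSA, 1 mM DTT. OMFP (added at 50 uM) then reacted 10 min; fluorescence read at 485/525 nm.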
ELG1 genotox: genotoxicity induction in ELG1-luciferase HEK293T cells. HEK293T ELG1-luciferase reporter, luminescence, 16 h. Potency, µM (highest dose often 46 µM), for inactives: top-dose activity change, positive = activation, hits mostly activators. hit rate 1.3% among 330,000; further: potency means the concentration at half of the fitted maximal effect; % of control where 0% means no effect; nearly all actives have a fitted effect of over 60% in size
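Step 1: seed 2,000 HEK293T ELG1-luciferase cells per well. Step 2: add compound or DMSO, incubate 16 hr at 37 °C. Step 3: ONE-Glo, 30 min at room temperature, read luminescence.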
* = called active by the depositor; ? = inconclusive; nt = no result given; [ ] = another dose, or the depositor's remark. Unless noted, the call rests on the fitted dose curve; in most records, active means well fitted curve in the direction sought with a large enough effect; inconclusive means small, poorly fitted or top-dose-only effect, or another doubt; inactive means no such curve, though single readings can be large; an effect the other way counts as inactive or inconclusive.

Fields – p53 reactivation	BRCA1 expr act	uPA surface inh	TSG101-PTAP inh	ASM inhibitor	USP2a block	ELG1 genotox	B2AR arrestin	TRPV1 ag	Eya2 inh	Integrin act MD
1	CCN(CC)CCn1c(NCc2cccc(OC)c2OC)nc2ccccc21
 : -6.5%	-12.4%	0.6%	-1.9%	4.7%	-1.4%	-6.5%	-0.4%	14.2	-6.8%	0.4%
2	CCC(C)Nc1nnc(SCC(=O)c2c(N)n(C3CC3)c(=O)[nH]c2=O)s1 (stereo not drawn)
 : -3.5%	-2.6%	0.2%	2.1%	-1.6%	1.0%	0.7%	-0.3%	nt	4.2%	?
3	CC1CCCN(C(=O)Cn2nnc(-c3ccc(S(C)(=O)=O)cc3)n2)C1 (stereo not drawn)
 : 28.3%	1.9%	0.4%	-4.4%	3.8%	0.3%	1.9%	-0.1%	-2.5	-0.1%	0.0%
4	COc1ccc(CNC(=O)C2CCN(S(=O)(=O)c3ccccc3)CC2)cc1
 : -11.7%	-27.1%	8.8%	-3.9%	0.5%	-1.5%	-5.6%	-3.8%	8.8	-3.9%	27.7%
5	O=C(NCCc1ccccc1)c1ccc2c(c1)OCO2
 : -8.1%	-88.8%[inhibitor]	-16.6%	-6.1%	1.7%	5.3%	?	-0.2%	?	-8.1%	-35.5%
6	CCSc1nc(C)cc(Oc2ccc(=O)n(C)n2)n1
 : -10.8%	0.0%	4.4%	-5.8%	0.0%	3.0%	-0.7%	0.3%	-0.4	10.9%	20.7%[7.66 µM]
7	CCc1ccc2oc(-c3cc(N=Cc4cccc(OC)c4O)ccc3O)nc2c1
 : 12.9%	31.4%	-6.0%	2.6%	-6.4%	-1.5%	?	0.1%	-3.2	7.5%	-53.9%[inhibitor]
8	COc1ccc(CC(=O)O/N=C(\N)c2ccccc2)cc1OC
 : 4.6%	26.1%	-5.0%	1.9%	1.1%	-0.6%	5.2%	-0.3%	?	6.3%	14.7%
9	CN1/C(=C/C=C(C#N)C#N)C(C)(C)c2ccccc21
 : 1.7%	2.1%	0.9%	?	1.9%	-0.5%	5.3%	-0.9%	3.6	142.6%	-20.5%
10	CC(OC(=O)C1CCCO1)C(=O)NC1CCCC1 (stereo not drawn)
 : -0.4%	-3.8%	-0.2%	nt	0.8%	0.1%	1.1%	-1.1%	-0.8	9.2%	9.1%
11	COC(=O)C1=C(O)/C(=C\c2ccc(OCC(=O)Nc3ccc(OC)cc3)cc2)N=C1C
 : 4.3%	1.7%	-3.4%	-0.2%	54.3%[activator]	1.9%	1.4%	0.2%	-3.8	8.1%	26.3%
12	COc1ccc(Cn2c3ccc(OC)cc3c3nc4ccccc4nc32)cc1
 : 19.4%	-11.2%	4.8%	?	-2.4%	-1.1%	6.2%	-0.3%	4.4	-10.9%	1.9%
13	Cc1cc(NC(=O)CCSc2ccc(Cl)cc2)no1
 : 8.9%	-8.4%	3.7%	-2.0%	-0.7%	-0.8%	-1.5%	0.3%	-0.3	6.2%	3.5%
14	O=C(CN1CCCN(S(=O)(=O)c2ccc(F)cc2)CC1)Nc1c(Cl)cccc1Cl
 : 5.8%	-42.9%	-2.3%	-6.7%	2.6%	2.4%	-19.6%	-0.4%	0.6	-10.7%	-1.1%
15	CCN(CC)S(=O)(=O)c1ccc(C)c(C)c1
 : -2.2%	-6.0%	nt	-7.9%	1.3%	1.3%	0.2%	-0.1%	0.7	4.7%	-15.9%
16	Cc1ccc(Nc2nnc(SCc3ccccc3)s2)cc1
 : 20.8%	?	0.4%	2.0%	1.9%	0.6%	7.6%	-0.6%	?	-14.9%	6.6%
17	CC(C)CCN1CCN(Cc2cn[nH]c2C2CCCCC2)CC1CCO (stereo not drawn)
 : 12.1%	-6.2%	-0.3%	0.4%	-3.5%	0.5%	-1.8%	-0.2%	2.3	-3.8%	4.3%
18	Nc1n[nH]c(-c2ccccc2[N+](=O)[O-])n1
 : -3.6%	-4.8%	-2.5%	-0.4%	2.8%	-1.3%	3.6%	-1.3%	-4.9	-3.9%	5.2%
19	COC(=O)c1cccc(NS(=O)(=O)c2ccc(OC)c(OC)c2)c1C
 : -3.6%	-44.4%	-26.9%	nt	2.5%	4.2%	-1.9%	0.0%	-2.7	0.9%	-21.3%
20	O=C(NCCc1cccc(F)c1)C1CCC(=O)N(CCCc2ccccc2)C1 (stereo not drawn)
 : -1.3%	-3.2%	5.0%	-6.4%	0.3%	2.4%	0.7%	7.6%	3.1	-1.6%	-21.1%
21	CCOC(=O)c1ccc(NC(=O)CN2CCN(CCN=CC3=C(O)CC(C)(C)CC3=O)CC2)cc1
 : 2.2%	1.6%	3.2%	1.8%	-4.3%	0.9%	-1.6%	-0.6%	0.3	4.5%	-3.0%
22	Nc1cc(=O)[nH]c(SCc2ccc(Cl)cc2)n1
 : -5.9%	-12.6%	-1.5%	-5.0%	-2.8%	2.5%	9.2%	-0.2%	-3.7	-16.1%	5.2%
23	COC(=O)c1ccc(CN(C(C)=O)c2ccccc2)o1
 : -1.7%	0.0%	-1.7%	-0.9%	3.5%	1.3%	-1.4%	-1.1%	-0.5	7.5%	7.0%
24	CCOC(=O)c1cc2c(nc1N)CCCC2
 : 6.4%	0.7%	9.4%	-4.6%	67.7%[activator]	-4.5%	-0.1%	-0.8%	?	0.2%	0.0%
25	COC(=O)Cc1ccc(NC(=S)NC(C)(C)C)cc1
 : 15.1%	-2.2%	-4.1%	-0.2%	1.2%	0.1%	3.1%	-0.1%	0.5	-5.5%	4.4%
26	CCn1c(CC(=O)Nc2ccc(F)cc2)nnc1SCC(=O)Nc1nncs1
 : 0.2%	0.5%	-2.7%	-10.2%	4.1%	0.1%	-0.8%	0.4%	-1.1	0.7%	-21.2%
27	CCC1CCCCN1CCCNC(=O)CCC(=O)N1CCOc2ccccc21 (stereo not drawn)
 : -7.7%	-6.8%	-1.4%	-0.8%	5.1%	-1.2%	-6.2%	-0.3%	-11.7	-9.5%	-13.0%
28	CN(C)Cc1cc(O)c(CN(C)C)cc1O
 : -3.5%	-0.3%	3.6%	-7.9%	1.1%	13.2%	-0.1%	-0.5%	6.2	27.3%	-23.5%
29	O=C1OCCC1Sc1nnc(-c2ccc(Br)cc2)o1 (stereo not drawn)
 : -6.7%	-43.8%	-4.4%	-0.5%	-0.3%	0.0%	-1.8%	0.0%	15.9	0.1%	19.3%
30	O=C(Nc1cccnc1Cl)c1noc2c1CCc1ccccc1-2
 : 6.2%	?	13.9%	-6.1%	-6.6%	3.6%	27.0%	0.1%	0.6	9.4%	5.5%
31	COc1ccccc1CN1CCNC(=O)C1CC(=O)NCC1CCOCC1 (stereo not drawn)
 : 4.1%	-6.6%	-15.8%	2.4%	5.3%	5.5%	9.0%	-0.7%	-0.7	-0.8%	-16.4%
32	COc1ccc(C(=O)OCCOc2cccc(Cl)c2)cc1S(=O)(=O)N1CCOCC1
 : -4.6%	-5.0%	-2.7%	-2.6%	-4.4%	-2.0%	-1.8%	-0.1%	5.7	-4.2%	-15.2%
33	COc1ccc2c(c1)[nH]c1c(=O)n(/N=C/c3ccc(OC)c(CN4CCCCC4)c3)cnc12
 : 1.4%	0.0%	-1.7%	-2.9%	-10.6%	2.1%	4.2%	0.1%	-2.6	15.0%	-3.4%
34	Cc1sc2ncnc(N/N=C/c3cccc(O)c3)c2c1C
 : ?	-49.8%	5.1%	-3.5%	-13.4%	0.9%	?	-0.7%	4.5	-5.2%	15.6%
35	O=C(NCCN1CCOCC1)C(=O)NCC1OCCCN1S(=O)(=O)c1cc(F)ccc1F (stereo not drawn)
 : 12.1%	-11.3%	0.3%	-5.9%	5.1%	-1.6%	-3.9%	-0.9%	2.0	-0.7%	-29.3%
36	CSc1nnc(-c2ccc(C(F)(F)F)nc2C)o1
 : 1.6%	0.0%	1.9%	3.8%	-5.5%	0.2%	1.5%	-0.1%	6.8	-1.6%	1.9%
37	COc1ccc(NC(=O)COc2coc(CN3CCc4ccccc4C3)cc2=O)cc1
 : -1.7%	-17.0%	-1.0%	-2.6%	-1.5%	1.0%	-1.9%	0.2%	-2.1	-0.9%	-11.8%
38	COc1ccccc1NC(=O)c1ccc(COc2ccccc2OC)cc1
 : nt	39.0%	1.8%	-2.2%	-0.4%	nt	nt	nt	nt	nt	-11.8%
39	COCCn1c(=O)[nH]c2cc(C(=O)NCC3CCCO3)ccc2c1=O (stereo not drawn)
 : 1.4%	0.0%	2.2%	-3.4%	nt	-1.0%	-1.1%	0.1%	1.0	1.3%	17.0%
